Screening results as filed in PubChem BioAssay.
Autophagy mod = autophagy modulation, high-content screen | MEF GFP-LC3 puncta imaging; test concentration mostly 10 µM | calls only at 10 µM (by protocol) | actives 0.98% (n = 190,000);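 active means percentage of spot-positive cells more than 3 SD above its plate mean, without a fluorescence outlier flag or 80% toxicity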;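 further: spot-positive cell cutoff set from DMSO-treated cells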
CSM14.1 death rescue = protection against thapsigargin-triggered cell killing – 384-well, CSM14.1, ATP luminescence, primary screen (AID 1222). CSM14.1 thapsigargin-induced death rescue, ATP luminescence; higher % means a stronger effect. cellular ATP content (survival), % at 20 µM; hits with a dose series show EC50 in µM. 190,000 tested, under 10 active;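 active means EC50 below 50 µM in the dose-response confirmation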;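 further: death triggered by thapsigargin at about 15 µM added after 2 h compound pretreatment; cell ATP read after overnight thapsigargin exposure of roughly 18 to 22 hours; normalized against plate controls of thapsigargin alone and 5% DMSO vehicle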
M1AAP inhibition = malaria alanyl aminopeptidase activity blockers – biochemical, fluorogenic H-Leu-NHMec substrate, 1536-well (AID 1445); one-dose inhibition, % at 30 µM; IC50 in µM for titrated hits; recombinant M1AAP, H-Leu-NHMec fluorogenic kinetic assay; higher % means a stronger effect; actives 0.42% (n = 220,000);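 active means primary inhibition above the hit cutoff, then over 50% inhibition at one or more dose response concentrations, cut at about 23% in these data, passing the limit was not always enough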;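 further: plate controls were DMSO full reaction for no effect and no enzyme background for full effect; strong numbers were not always called active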
Dynein transport = blocks dynein driven cargo transport along microtubules | 3617.4 mouse cells, GR-EGFP nuclear translocation imaging; test concentration mostly 20 µM; stimulated with dexamethasone, 1 µM; active compounds read low | z-score, hits read low | actives 0.47% (n = 220,000) | AID 1381;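 active means plate z-score of nuclear minus cytoplasmic receptor signal below a set negative limit, without overly bright fluorescence or cell loss, cut at about -3.5 in these data, passing the limit was not always enough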;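 further: z-score of nuclear minus cytoplasmic ring GR-EGFP intensity difference per well; some compounds called inactive have numbers as strong as hits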
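Buffer or medium: Induction medium lacking tetracycline, stripped serum | Also added: Dexamethasone agonist, 1.0 µM final, for 30 min | Timing: 48 h induction, 1 h compound, 30 min dex at 37 °C | Detection: Formaldehyde fixation, Hoechst nuclear stain, 10x automated fluorescence imaging | Measure: Nuclear versus cytoplasmic GR-EGFP signal, averaged per well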
K1F lysis inhibition = protection from phage-mediated lysis, alamar blue read-out – E. coli UTI89, K1F phage, bacterial capsule biogenesis inhibitors (AID 488966). inhibition, % at 100 µM, or IC50 in µM where a hit was titrated. E. coli UTI89 K1F phage lysis, alamar blue, 2 h; higher % means a stronger effect. actives 0.02% (n = 340,000);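 active means phage lysis inhibition, versus mean bacterial control, above a set limit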;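 further: capsule biogenesis inhibitors block K1F phage lysis so surviving cells raise fluorescence; higher fluorescence means more inhibition of phage lysis; actives were called in the ten point dose series up to 300 µM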
MT stabilizer = microtubule stabilizers in HeLa cells; HeLa tubulin immunostaining HCS, 24 h; share of cells brighter than vehicle mean+2SD; % tubulin-high responders, % at 10 µM; actives 0.83% (n = 200,000);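 active means plate Z-score above 3 for both tubulin-high and condensed-nucleus cell shares, with cell loss under 80%, at 10 µM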;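 further: anti alpha tubulin signal scored within the nucleus-defined area of each cell; some results filed as inactive read as strong as hits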
M17LAP inhibition = P. falciparum M17LAP inhibitors, primary screen, biochemical, fluorogenic H-Leu-NHMec substrate, 1536-well (AID 1619) | actives 0.38% (n = 220,000) | inhibition, % at 30 µM; hits with a dose series show IC50 in µM | recombinant M17LAP, H-Leu-NHMec fluorogenic kinetic assay; higher % means a stronger effect;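 active means compound inhibiting the enzyme by more than half at any dose during confirmatory dose-response retesting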;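 further: plate controls were full reaction with DMSO carrier for no effect and no enzyme background for full effect; strong numbers were not always called active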
bCat nuc transl = beta-catenin nuclear translocation modulation | HeLa beta-catenin nuclear translocation, immunofluorescence imaging | actives 0.3% (n = 190,000) | nuclear translocation activity, % at 5 µM;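 active means nuclear translocation activity above 50% at 5 µM, with a well cell count of 50 or more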;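 further: per-cell ratio of nuclear to cytoplasmic median beta-catenin stain intensity; plate controls were DMSO negative control for no effect and GSK-3 inhibitor IX positive control for full effect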
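Assay system: human HeLa cells, native beta-catenin; doses: 5 µM primary, 0.02–20 µM confirmation; incubation: compound treatment 24 h, 37°C, 5% CO2; technique: fluorescence imaging of beta-catenin antibody stain plus DAPI; measure: % activation, nuclear-to-cytoplasmic median beta-catenin signal ratio per cell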
Ins promoter up = MIN6 insulin promoter up-regulation; MIN6 insulin promoter-GFP reporter, high-content imaging; active compounds read high; z-score at 5 µM; actives 0.3% (n = 190,000); AID 1625;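 active means z-score above 3 at 5 µM with at least 500 cells counted in the well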
Dynein transport cytoplasmic EGFP = also measured in Dynein transport; calls as there; z-score; measured here: cytoplasmic GR-EGFP intensity; active compounds read high
Dynein transport nuclear GR-EGFP = recorded beside Dynein transport, whose call it bears; z-score; measured here: nuclear GR-EGFP intensity;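 lower value marks the stronger effect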
Dynein transport cell count = recorded beside Dynein transport, whose call it bears; z-score; measured here: cell count per field
Ins promoter up cell count = further read-out of Ins promoter up, marked with its call; cell count; measured here: cytotoxicity, nuclei count;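 total cells summed across four imaged fields per well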
bCat nuc transl cell count 5 µM = also measured in bCat nuc transl; calls as there; cell count; measured here: cell count, cytotoxicity flag
MT stabilizer Hoechst-high % = further read-out of MT stabilizer, marked with its call; % Hoechst-high responders; measured here: nuclear condensation Hoechst responders;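 share of cells brighter than vehicle mean plus two SD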
MT stabilizer cytotoxicity % = recorded beside MT stabilizer, whose call it bears; toxicity, %; measured here: cytotoxicity by cell density;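 0% = mean cell density of plate MIN control wells and 100% = no cells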
Autophagy mod cell loss 18 h = further read-out of Autophagy mod, marked with its call; toxicity, %; measured here: cell loss, nuclei count;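 cell loss after 18 h compound exposure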
* = called active by the depositor; i = inactive; nt = no result given; [ ] = another dose, or the depositor's remark.

SMILES	Autophagy mod	Autophagy mod cell loss 18 h	CSM14.1 death rescue	M1AAP inhibition	Dynein transport	Dynein transport cytoplasmic EGFP	Dynein transport nuclear GR-EGFP	Dynein transport cell count	K1F lysis inhibition	MT stabilizer	MT stabilizer Hoechst-high %	MT stabilizer cytotoxicity %	M17LAP inhibition	bCat nuc transl	bCat nuc transl cell count 5 µM	Ins promoter up	Ins promoter up cell count
C/C(=N\NC(=O)c1cc(-c2ccncc2)nc2ccccc12)c1ccc(OC(F)F)cc1	i	33	-0.9%	0%	-0.65	-0.053	-0.26	0.66	0.3%	3.4	2.4	2.4	12%	-2.9	1091	-2.2	1260
CCn1c2ccccc2c2nnc(SCC(=O)Nc3ncccn3)nc21	i	3	-1.6%	10%	-1	-0.22	-0.25	0.87	-0.1%	6.1	1.3	10	6%	nt	nt	-0.27	1296
O=C(N/C(=C/c1cccs1)C(=O)N1CCOCC1)c1ccco1	i	1	3.7%	7%	-0.94	-0.32	-0.75	0.85	2.4%	6.1	2.2	3.0	-3%	-1.6	497	-0.11	1314
COc1ccc(C(=O)N2CCN=C2SC)cc1OC	i	-5	-1.1%	5%	-0.5	1.3	0.17	0.53	4.9%	2.2	2.2	8.2	5%	1.5	1477	0.39	1414
CC(C)(C)n1nnnc1C(c1ccccn1)N1CCN(C(c2ccccc2)c2ccccc2)CC1 (stereo unspecified)	i	9	3.6%	2%	-0.46	-0.29	-0.29	0.42	0.1%	2.2	1.5	2.9	2%	0.1	934	-1.1	1554
COC(=O)[C@H](Cc1ccccc1)NC(=O)NCC1CCCO1 (stereo partly specified)	i	4	0.7%	-2%	-1	-0.22	-0.49	2.1	2.5%	2.2	2.6	8.8	6%	-5.3	978	-0.15	1181
CCNC(=O)C12CCC(C)(C(=O)C1Br)C2(C)C (stereo unspecified)	i	3	-4.8%	2%	1	0.19	0.32	-1	-1.2%	3.8	3.2	6.7	1%	-0.5	962	nt	nt
O=C(Nc1nnc(COc2ccc(F)cc2)s1)c1ccco1	nt	nt	nt	2%	-0.41	-0.72	-0.48	0.017	nt	nt	nt	nt	0%	-0.4	1308	0.5	1034
Oc1ccccc1-c1cc(-c2cccc(F)c2)n[nH]1	i	-15	1.3%	-3%	-0.18	-0.2	0.13	-0.83	-2.0%	1.6	1.8	9.5	-6%	-5.4	1055	0.29	1074
O=S(=O)(NCCc1ccncc1)c1ccc(S(=O)(=O)N2CCCCCC2)cc1	i	-15	-1.6%	-6%	-0.36	-0.22	-0.0081	0.57	1.6%	3.1	2.1	3.4	2%	-5.9	844	-0.78	1261
NC(=O)CC[C@@H]1NC(=O)[C@H](CO)NC(=O)c2cc([N+](=O)[O-])cc(I)c2NCCC[C@@H](C(N)=O)NC(=O)[C@H](Cc2ccc(O)cc2)NC1=O	i	7	-4.6%	13%	0.42	-0.28	0.5	0.33	nt	2.9	1.6	6.0	26%	-1.0	536	0.34	1346
CCCOC(=O)c1ccc(NC(=O)C2C3CCC(C3)C2C(=O)O)cc1 (stereo unspecified)	i	-1	-2.4%	13%	-0.4	1.1	0.29	0.34	4.7%	3.7	2.9	9.3	43%	-5.6	465	0.07	1237
COc1ccc(CCNC(=O)CCNS(=O)(=O)c2cccc(Cl)c2)cc1OC	i	-6	-2.2%	3%	2.8	-0.27	1.5	-1.9	1.1%[50 µM]	2.5	2.6	7.0	-4%	-2.8	1056	-0.93	1356
Cc1ccc(-n2c(=O)c(C#N)cc3c(=O)n4ccccc4nc32)cc1	i	9	-0.6%	4%	-0.42	-0.19	-0.35	-0.18	0.5%	3.1	2.6	8.1	4%	-1.9	1103	0.06	1467
Cc1ccc(N/C=C/c2onc(C)c2[N+](=O)[O-])cc1	nt	nt	nt	5%	1.7	0.13	1.4	-1	0.2%	nt	nt	nt	6%	0.4	1265	0.73	868
CCOC(=O)C1=C(C)NC(=O)NC1	i	-3	2.0%	2%	0.32	-0.19	0.52	-0.073	0.5%	1.1	1.6	7.3	3%	-1.7	931	0.63	1339
CC(c1ccc(F)cc1)n1cc(C(=O)NCCN(C)C)nn1 (stereo unspecified)	i	31	0.2%	3%	0.22	-0.036	0.28	0.76	0.0%	3.0	1.5	3.4	-17%	1.1	1488	-0.81	1457
CCOC(=O)c1ccccc1NC(=O)c1ccc(N(C)S(C)(=O)=O)cc1	i	3	-1.4%	1%	-0.41	-0.15	-0.11	-0.71	0.1%	3.0	2.7	6.1	7%	-0.3	1058	-0.19	1247
COc1ccc(N2C(=O)CC(S/C(N)=N/N=C(\C)c3cccs3)C2=O)cc1 (stereo unspecified)	i	-3	-1.6%	10%	-0.83	-0.22	-0.93	0.039	0.1%	2.8	1.7	6.6	4%	nt	nt	nt	nt
O=C(NCCCO)c1cc2ccccc2[nH]1	i	4	-1.7%	2%	0.61	-0.21	0.5	-0.29	-0.1%	1.4	0.8	8.2	-5%	-0.1	1088	-0.1	1406
O=C(NC1CC1)C1=C[C@@H](c2c[nH]c3ccccc23)C[C@@H](OCc2ccc(CO)cc2)O1	nt	nt	nt	4%	0.38	-0.61	0.27	-0.76	-1.3%	nt	nt	nt	4%	0.2	1055	nt	nt
CCOC(=O)C1=C[C@]2(CC)CCCN3CCc4c(n1c1ccccc41)[C@@H]32	i	22	-3.8%	4%	0.13	-0.2	0.26	0.63	6.9%	3.7	1.8	7.0	2%	-10	540	nt	nt
COC(=O)c1nnn(-c2cc(Cl)cc(Cl)c2)c1C(=O)OC	nt	nt	nt	-1%	1	-0.2	0.28	-0.58	-2.0%	nt	nt	nt	-1%	-1.1	1377	1.7	1454
c1ccc(Nc2ccccn2)cc1	i	2	-3.0%	-6%	0.22	-0.11	0.14	0.86	0.9%	3.2	2.3	5.2	2%	1.6	1124	-0.18	869
CCNc1nc(NCC)nc(N2CC(=O)N(CC(=O)OCC)C2=N)n1	i	-14	nt	nt	-0.13	-0.23	0.24	-0.29	-0.1%	3.4	1.3	5.1	nt	nt	nt	nt	nt
COc1ccc(/C=N/n2cc(-c3ccccc3)nc2N)cc1	i	-5	-3.0%	0%	-0.084	-0.18	0.35	0.12	1.1%	4.9	9.0	2.9	0%	0.6	1037	-0.22	1663
COc1cccc(C(=O)N/N=c2\oc3c(OC)cccc3cc2C(=O)NCc2ccccc2)c1	i	-13	2.9%	0%	-0.51	0.67	-0.41	0.65	-0.3%	2.8	2.5	4.3	-17%	0.5	1138	-0.25	1419
Cc1cccc(Cn2nnc3c2C(=O)c2ccccc2C3=O)c1	i	12	-1.2%	5%	-0.8	-0.27	-0.79	1.5	0.5%	3.7	1.8	3.6	9%	2.3	935	0.19	1085
COC(=O)Cn1nc(C)c2ccccc2c1=O	i	2	-0.9%	11%	0.21	-0.24	0.12	1	1.1%	2.8	2.1	4.7	-1%	-0.7	1158	0.49	1239
FC(F)(F)c1ccccc1C1C2=C(Nc3ncnn31)c1ccccc1CCC2 (stereo unspecified)	i	2	-4.1%	0%	0.84	-0.24	0.93	-0.42	nt	2.8	2.1	6.9	2%	0.1	972	0.13	1317
Cc1ccc(-n2ncc3c(=O)n(CC#N)cnc32)cc1	i	6	1.9%	11%	-0.53	-0.097	-0.39	0.73	4.7%	2.6	1.7	2.4	7%	nt	nt	nt	nt
COC(C(=O)Nc1c(F)cccc1F)c1ccccc1 (stereo unspecified)	i	-7	-2.0%	3%	-1.1	1.6	0.014	0.44	0.3%	2.7	3.6	8.7	-1%	-2.8	1085	0.54	1515
CCOc1ccc(CCNC(=O)c2cccc(N3CCCC3=O)c2)cc1OCC	i	5	1.5%	5%	0.06	-0.23	-0.15	0.79	0.0%	3.1	1.7	6.6	-3%	nt	nt	nt	nt
Cc1ccc(N2C(=O)N(CC(=O)NC(c3ccccc3)c3ccccc3)C(=O)C2C)cc1 (stereo unspecified)	i	-1	1.3%	0%	-0.45	-0.28	-0.26	0.8	0.4%	3.4	2.8	7.9	6%	nt	nt	0.12	905
O=C(COc1ccc(F)cc1Br)N1CCN(S(=O)(=O)/C=C/c2ccccc2)CC1	i	23	-2.0%	8%	1.7	-0.33	0.63	-2.2	0.4%	2.6	1.9	12	6%	-2.7	1101	-0.55	1572
COc1cc(S(=O)(=O)n2ccnc2)ccc1Br	i	2	-2.3%	5%	-0.63	-0.25	-0.22	0.15	0.3%	2.7	1.3	15	-3%	1.0	1069	nt	nt
